Compound activity: PubChem, National Center for Advancing Translational Sciences (NCATS)
AID inhibitor: Primary qHTS assay for inhibitors of Activation Induced Cytidine Deaminase (AID): AID signal; Single-stranded DNA cytosine deaminase (Homo sapiens), Q9GZX7; AID deamination FRET fluorescence, UDG-coupled, 4 h; Potency, µM (series often up to 115 µM), for the others: at the top dose activity change, negative = inhibition, hits mostly inhibitors; 91,000 compounds, 0.32% hits; note: nearly all actives have a fitted effect of over 25% in size
Target sequence (Q9GZX7 whole entry, looked up): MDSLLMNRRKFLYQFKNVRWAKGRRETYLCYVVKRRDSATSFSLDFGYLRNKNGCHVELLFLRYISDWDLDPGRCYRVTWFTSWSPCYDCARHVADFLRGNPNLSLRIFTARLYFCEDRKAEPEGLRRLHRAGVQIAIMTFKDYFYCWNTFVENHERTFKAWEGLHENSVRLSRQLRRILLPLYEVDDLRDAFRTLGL
UDG counterscr: Primary qHTS assay for inhibitors of Activation Induced Cytidine Deaminase (AID): UDG Counterscreen signal; Uracil-DNA glycosylase; FRET deamination/UDG coupled assay, UDG read, 4 h; 91,000 compounds, 0.14% hits; Potency, µM (titrated, usually from 115 µM), inactives show at the top dose activity change, negative = inhibition, usual class: inhibitors; note: nearly all actives have a fitted effect of over 65% in size
Numbers without * were called inactive; ? = inconclusive; [ ] = remark or other dose. Calls come from the whole dose curve; as a rule, active = well fitted curve in the direction sought with a large enough effect; inconclusive = small, poorly fitted or top-dose-only effect, or another doubt; inactive = no such curve, though single readings can be large; an effect the other way counts as inactive or inconclusive. % is set by controls: 0 for no effect and ±100 for the full control effect; potency is the fitted concentration of half-maximal effect.

| SMILES | AID inhibitor | UDG counterscr |
| --- | --- | --- |
| O=C(O)CNS(=O)(=O)c1ccccc1F | -1.0% | -4.6% |
| Cc1cccc(C(c2sc3nc(-c4ccco4)nn3c2O)N2CCN(c3ccccc3)CC2)c1 (stereo not given) | -19.2% | 0.8% |
| COc1cccc(C2=NN(C(C)=O)C(c3ccc4nccnc4c3)C2)c1 (stereo not given) | 2.3% | 1.4% |
| COc1cccc(C(=O)N2CCc3c([nH]c4ccccc34)C2c2ccc(SC)cc2)c1 (stereo not given) | ? | -14.7%[57.5 µM] |
| Cc1ccc(NCc2ccccc2CO)c(C)c1 | 9.6% | 6.1% |
| COC(=O)c1ccccc1NC(=O)Cn1nnc2sc(-c3ccccc3)cc2c1=O | 143.6%[activator] | 6.6% |
| Cc1cccc(C(C)C)c1NC(=O)CCl | -9.2% | -0.3% |
| CC(C)OC(=O)c1c(-c2ccccc2)c(-c2ccccc2)nn(C)c1=O | ? | -5.8% |
| COC(=O)c1ccc(-c2csc(NC(=O)c3cc(=O)c4ccccc4o3)n2)cc1 | ? | 6.5% |
| CCC(=O)N1CCc2cc(S(=O)(=O)CCC(=O)NCc3ccc(OC)cc3)ccc21 | -3.2% | -11.1% |
| CCN(CC)S(=O)(=O)c1ccc2c(c1)N(CC(=O)Nc1c(C)cccc1C)C(=O)C1CCCN21 (stereo not given) | 10.0% | 1.8% |
| Cc1ccc(Sc2ccc(NC(=O)c3cccc(C)c3C)cc2)c(C)c1 | -7.9% | -10.4% |
| CCOc1ccc(CNC(=O)C2Cc3cc(S(=O)(=O)N4CCCCCC4)ccc3N2C(C)=O)cc1 (stereo not given) | -2.7% | 1.9% |
| Oc1ccc(C2(c3ccc(Br)cc3)CCCCC2)cc1 | 0.1% | -6.9% |
| Cc1cc(S(=O)(=O)N2CCN(Cc3noc(CCC(=O)N4CCCCC4)n3)CC2)ccc1F | 23.8% | 13.9% |
| CC(C)(C)C(=O)Nc1ccc2nc(SCC(=O)N3CCOCC3)sc2c1 | 25.2% | -6.9%[57.5 µM] |
| N#C/C(=C/c1cccc(OCc2ccc(Cl)cc2)c1)c1nc2ccccc2s1 | 6.4% | -10.2% |
| Clc1cccc(N2CCN(c3c4c(nc5nncn35)CCC4)CC2)c1 | 0.5% | -12.3% |
| CCn1c(=O)c2cc(C(=O)NCCCN3CCC(C)CC3)sc2c2ccccc21 | ? | -18.4% |
| CCC(=O)N1CCc2cc(Br)cc(S(=O)(=O)CCC(=O)Nc3cccc(CC)c3)c21 | 8.4% | -13.2% |
| CC1CCC(C(C)C)C(OC(=O)COC(=O)/C=C/c2ccc3c(c2)OCO3)C1 (stereo not given) | -1.2% | -5.6% |
| C=C(C)C1CC=C(C)/C(=N/NC(=S)Nc2ccc(C)cc2)C1 (stereo not given) | -2.8% | -5.3% |
| CC(C)c1ccc(C(=O)NCc2ccco2)cc1 | 0.0% | 3.6% |
| COc1ccc(NC(=O)C(C)Sc2cc(-c3ccccc3)nc(C)n2)cc1Cl (stereo not given) | -12.2% | -13.4% |
| COc1ccc2[nH]c(C(=O)NCCC(=O)Nc3ccc4c(c3)OCCO4)cc2c1OC | -4.0% | -9.8% |
| CCCC1(C)NC(=O)N(Cc2coc(-c3cccs3)n2)C1=O (stereo not given) | -1.6% | 3.7% |
| CN1CCN(C(C)(C)CNC(=S)Nc2ccc(Cl)cc2Cl)CC1 | 3.0% | 0.4% |
| CCC(=O)N1CCc2cc(Br)cc(S(=O)(=O)CCC(=O)N3CCN(c4ccccc4OC)CC3)c21 | 19.3% | -5.6% |
| O=C(Nc1ccccc1-c1ccccc1)c1ccc(Cl)cc1 | 0.1% | -0.6% |
| CN(C)Cc1ccccc1CNC(=O)c1nn(-c2ccccc2)c2c1CCC2 | -15.7% | -9.7% |

Compound profiles (already shown). Order of values: AID inhibitor | UDG counterscr
CCn1c(=O)c2cc(C(=O)NCCCN3CCC(C)CC3)sc2c2ccccc21 in the list: ? | -18.4%
CC1CCC(C(C)C)C(OC(=O)COC(=O)/C=C/c2ccc3c(c2)OCO3)C1 (stereo not given) in the list: -1.2% | -5.6%
CN(C)Cc1ccccc1CNC(=O)c1nn(-c2ccccc2)c2c1CCC2 in the list: -15.7% | -9.7%
CC(C)(C)C(=O)Nc1ccc2nc(SCC(=O)N3CCOCC3)sc2c1 in the list: 25.2% | -6.9%[57.5 µM]

(list continues)
| SMILES | AID inhibitor | UDG counterscr |
| --- | --- | --- |
| CCOc1ccc(NC(=O)Cn2cnc3c(cnn3-c3cc(Cl)ccc3C)c2=O)cc1 | 4.1% | -8.3% |
| COc1ccc(C2CC(=O)Nc3cc4c(cc32)OCO4)c(OC)c1 (stereo not given) | 12.0% | 0.7% |
| COc1ccc(N(Cc2cccs2)C(=O)Nc2cccc(Cl)c2)cc1 | ? | ? |
| Cc1nc(-c2ccc(S(=O)(=O)NCc3ccc(OC(C)C)cc3)cc2)co1 | 12.4% | -3.6% |
| CCN1CCC(NC(=O)CN(C)Cc2ccc(C(F)(F)F)cc2)CC1 | 2.3% | -1.4% |
| Cn1c(C(=O)NCc2ccc(F)cc2)cc2cc(S(=O)(=O)N3CCCCC3)ccc21 | -19.9% | -11.0% |
| CC(=O)N1CCc2c(sc3c2c(=O)n(Cc2ccccc2)c(=O)n3CC(=O)Nc2ccc(C)c(F)c2)C1 | ? | -21.3% |
| Cn1cnc2c1c(=O)n(CC(=O)N1CC(C(=O)N3CCOCC3)Oc3ccccc31)c(=O)n2C (stereo not given) | -3.3% | -3.5% |
| CCn1ncc(Br)c1C(=O)Nn1c(C)nc2sc3c(c2c1=O)CCC(C)C3 (stereo not given) | 2.8% | 0.0% |
| COC(=O)CN1C(=O)CSc2ccc(S(=O)(=O)Nc3ccccc3)cc21 | 12.2% | -3.7%[57.5 µM] |
| Cc1ccc(Cl)cc1-n1nnc(-c2nsc(NC(=O)c3ccccc3Cl)n2)c1C | -1.4% | -3.5% |
| Cc1ccc(C)c(NC(=O)NCc2ccc3c(c2)CCN3C(=O)c2ccccc2)c1 | -4.4% | ? |
| O=C(/C=C/Nc1ccc(Cl)cc1)C(F)(F)F | 7.1% | 8.3% |
| Cc1[nH]c2ccc(Cl)cc2c1CCNC(=S)NC(C)(C)C | -6.5% | -9.1% |
| CCC(C)NC(=S)Nc1ccc(C)cc1 (stereo not given) | -0.2% | -3.9% |
| CCn1c(=O)c2cc(C(=O)N(C)c3cc(Cl)c(OC)cc3OC)sc2c2ccccc21 | -8.9% | -14.4% |
| Cc1cc(C)c2cc(C(=O)O)[nH]c2c1 | -3.7% | -10.9% |
| CCOc1ccc(N2CC(c3nc4ccccc4n3CCCOc3ccc(OC)cc3)CC2=O)cc1 (stereo not given) | -18.6% | -11.0% |
| COc1ccc(OCCOC(=O)c2ccc3nccnc3c2)cc1 | -1.8% | -8.1% |
| O=C(CCc1cccc(F)c1)NC1CC2CC1C1CCCC21 (stereo not given) | -2.2% | -7.8% |
| COc1ccccc1-c1cc(C(F)(F)F)nc(S(=O)(=O)CCCC(=O)Nc2ccc(F)c(Cl)c2)n1 | 10.6% | -14.3% |
| COc1cc(NC(=O)CCc2c(C)nn(-c3ccc(N4CCOCC4)nn3)c2C)cc(OC)c1OC | 0.2% | -15.0% |
| Cc1nnc(NC(=O)CSCc2cc(=O)c3ccccc3[nH]2)s1 | 79.7%[activator] | 11.2% |
| Cc1cccc2sc(N3CCN(C(=O)CS(=O)(=O)c4ccc(F)cc4)CC3)nc12 | ? | -16.1% |
| N#Cc1ccccc1NC(=O)CSc1nc(-c2ccccc2)cc(C(F)(F)F)c1C#N | -3.2% | ? |
| COc1cc(Cl)c(NS(=O)(=O)c2ccc(-c3coc(C)n3)cc2)c(OC)c1 | -0.7% | 1.1% |
| Oc1c(C(c2ccccc2)N2CCC(O)CC2)sc2nc(-c3ccco3)nn12 (stereo not given) | 22.5% | 2.8% |
| COc1ccc(C)cc1NC(=O)CSc1nc(=O)n(Cc2ccccn2)c2c1CCC2 | -20.7% | -21.8% |
| CC(=O)c1ccc(N2CCN(C(=O)c3cn(C)c(=O)c4c3c3ccccc3n4C)CC2)cc1 | ? | ? |
| COc1ccc(OC)c(C(=O)COC(=O)c2c(Cl)cccc2Cl)c1 | 8.8% | -1.3% |

Taken from the listing, 2 compounds:
| SMILES | AID inhibitor | UDG counterscr |
| --- | --- | --- |
| CCn1c(=O)c2cc(C(=O)N(C)c3cc(Cl)c(OC)cc3OC)sc2c2ccccc21 | -8.9% | -14.4% |
| Cc1cc(C)c2cc(C(=O)O)[nH]c2c1 | -3.7% | -10.9% |

(more compounds)
| SMILES | AID inhibitor | UDG counterscr |
| --- | --- | --- |
| COc1ccc2c(c1)c(=O)c(S(=O)(=O)c1ccc(F)cc1)cn2Cc1ccccc1Cl | 2.5% | -14.2% |
| CN(C)CCNC(=O)CN1N=C(c2ccccc2)CCC1=O | 2.3% | -2.2%[57.5 µM] |
| C=CCNCc1ccc(Cl)c(Cl)c1 | -0.5% | -0.9% |
| CCCn1c(-n2nc(C)c(C)c2C)nc2c1c(=O)n(CCN1CCOCC1)c(=O)n2C | -3.6% | 1.7% |
| CCc1c(C)sc2c1CCN(Cc1ccc(F)cc1)C2c1ccccc1 (stereo not given) | 29.0% | -7.9% |
| CCOC(=O)N1CCc2c(sc(NCc3sccc3C)c2C(=O)Nc2cc(Cl)ccc2OC)C1 | 60.7%[activator] | 19.6% |
| Cc1cccc(OCc2cc(=O)n3c4c(sc3n2)CCCC4)c1C | 8.5% | -1.1% |
| COc1ccccc1N1CCN(C(=O)c2cc3c(=O)n(Cc4ccco4)ccc3nc2C)CC1 | 19.1% | -3.1%[57.5 µM] |
| CCOC(=O)c1ccccc1NC(=O)COC(=O)c1ccc2c(c1)NC(=O)C(C)S2 (stereo not given) | -9.5% | -10.1% |
| Cc1oc2ccc(O)c(CN(C)Cc3ccccc3)c2c1C(=O)Nc1ccccc1 | -15.1% | -0.4% |
| COc1ccc(OC)c(CNC(=O)Cc2ccc(NC(=O)N3CCCCc4ccccc43)cc2)c1 | -22.1% | 34.6%[activator] |
| O=C(O)/C=C/c1cc(Cl)c(OCc2ccccc2)c(Cl)c1 | -19.4% | 12.4% |
| COCCOC(=O)C1=C(C)NC(C)=C(C(=O)OC(C)C)C1c1cccc([N+](=O)[O-])c1 (stereo not given) | -24.7% | -6.7% |
| CCCNC(=O)/C(C)=C/c1ccccc1 | 0.2% | 2.3% |
| CCCOc1ccccc1Oc1ncccc1CNC(=O)Nc1ccccc1 | -0.2% | -5.8% |
| O=C(Nc1nc(-c2cc3ccccc3oc2=O)cs1)c1ccc([N+](=O)[O-])cc1 | -2.2% | 4.7% |
| O=S(=O)(Nc1ccc(C(F)(F)F)cc1)c1ccc2c(c1)OCCO2 | 17.7% | 3.7% |
| Cc1cccc(C(=O)Nc2ccccc2SC2CCCC2)c1I | -12.6% | -4.2% |
| COCCNC(=O)Cn1cc(S(=O)(=O)Cc2ccccc2Cl)c2ccccc21 | 10.0% | -9.1% |
| CCN(/C=C1/CCCCC1=O)C1CC2CCC1C2 (stereo not given) | -1.5% | 3.5% |
| CCCC(C)NC(=O)c1cc(C)nc2ccccc12 (stereo not given) | 5.8% | 2.0% |
| COC(=O)c1cc(OC(=O)CCS(=O)(=O)c2ccc(C)cc2)cc(C(=O)OC)c1 | -5.4% | -0.8% |
| O=c1onc2cnc3ccccc3n12 | -4.1% | 2.8% |
| CC(C)CNC(=O)CN(c1cccc(Cl)c1Cl)S(=O)(=O)c1ccccc1 | -10.8% | -2.3% |
| O=C(CN1CCN(c2ccc(F)cc2)CC1)Nc1ncc2c(n1)CCCC2=O | 3.6% | 2.7% |
| COc1ccc(-n2ncc3c(NC4CCCC4)ncnc32)cc1 | -20.5% | -22.8% |
| Cc1ccc(C)c(N2CCN(C(=O)c3ccc4c(c3)nc3n4CCCCC3)CC2)c1 | -20.1% | -8.7% |
| Cn1ccnc1C(NC(=O)COc1ccccc1F)c1ccccc1 (stereo not given) | -1.2% | -8.1% |
| Nc1c(C(=O)Nc2ccc(F)cc2)sc2nc(-c3cccs3)cc(C(F)(F)F)c12 | 37.8%[activator] | -6.4% |
| O/N=C/c1c(F)c(F)c(F)c(F)c1F | -6.8% | -6.5% |
| COC(=O)c1ccc(COC(=O)c2ccccc2CC#N)cc1 | 16.9% | 1.3% |
| CC(C)NC(=O)Nc1ccc2c(c1)N(C)C(=O)c1ccccc1S2 | -22.6% | -2.1% |
| CCN1CCN(C(=O)Cn2cnc3c2c(=O)n(C)c(=O)n3C)CC1 | 2.3% | 0.5% |
| CCc1ccc(C(=O)c2cn(CC(=O)Nc3ccc4c(c3)OCCO4)c3ccc(CC)cc3c2=O)cc1 | -2.0% | -10.4% |
| CCN(CC)S(=O)(=O)c1ccc(N2CCCC2)c(NS(=O)(=O)c2ccc(OC)cc2)c1 | -8.3% | ? |
| COc1ccccc1NC(=O)c1c(C)cc(C)nc1SCC(=O)Nc1ccc(C)cc1 | 1.6% | -2.3% |
| Cc1noc(C)c1S(=O)(=O)Nc1ccc(C(=O)Nc2ccc(Br)cc2)cc1 | 5.4% | -9.8% |
| COc1cccc(C(=O)Nc2ccc3nc(SCCOc4ccccc4)sc3c2)c1 | 1.0% | -21.5% |
| CCCSc1nc(=O)c2c(n1C)NC(=O)CC2c1cccc(F)c1F (stereo not given) | -22.7% | -3.9% |
| CCCCOc1ccc(S(=O)(=O)Nc2ccc(-c3ccc(N4CCCCCC4)nn3)cc2)cc1 | 1.7% | 0.8% |
| Cn1nc(C(=O)Oc2cccc(Cl)c2Cl)c2ccccc2c1=O | -4.5% | -3.0% |

A portion of the library; the hit share may differ from the screen's.
